MIN6 prolif: inducers of MIN6 beta-cell proliferation, primary screen, ATP luminescence, uHTS; MIN6 cells proliferation, ATPlite luminescence, 48 h; cells starved in 0.2% serum; 100% = growth in 10% serum; proliferation, % at 10 µM; 0.29% of 330,000 active; AID 2380, 2010;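 active means compounds whose signal lies at least 3.5 SD above the mean of all wells on their plate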;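 further: 0% = DMSO-treated cells in low-serum medium and 100% = 10% serum control; some compounds called inactive have numbers as strong as hits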
hIAP inh: human IAP inhibitors, primary screen, biochemical, luminescence, uHTS; 0.12% of 330,000 active; inhibition, % at 10 µM; Intestinal-type alkaline phosphatase (Homo sapiens), P09923; AID 2544, 2010; purified IAP, CDP-Star luminescence, 30 min;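 active means inhibition reaching a set limit with compound at 10 µM in the primary screen, cut at about 35% in these data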;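 further: plate controls were DMSO wells with enzyme for no effect and no-enzyme buffer wells for full effect; values of inactives mirror those of a sister screen read the other way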
Target sequence (P09923 whole entry, looked up): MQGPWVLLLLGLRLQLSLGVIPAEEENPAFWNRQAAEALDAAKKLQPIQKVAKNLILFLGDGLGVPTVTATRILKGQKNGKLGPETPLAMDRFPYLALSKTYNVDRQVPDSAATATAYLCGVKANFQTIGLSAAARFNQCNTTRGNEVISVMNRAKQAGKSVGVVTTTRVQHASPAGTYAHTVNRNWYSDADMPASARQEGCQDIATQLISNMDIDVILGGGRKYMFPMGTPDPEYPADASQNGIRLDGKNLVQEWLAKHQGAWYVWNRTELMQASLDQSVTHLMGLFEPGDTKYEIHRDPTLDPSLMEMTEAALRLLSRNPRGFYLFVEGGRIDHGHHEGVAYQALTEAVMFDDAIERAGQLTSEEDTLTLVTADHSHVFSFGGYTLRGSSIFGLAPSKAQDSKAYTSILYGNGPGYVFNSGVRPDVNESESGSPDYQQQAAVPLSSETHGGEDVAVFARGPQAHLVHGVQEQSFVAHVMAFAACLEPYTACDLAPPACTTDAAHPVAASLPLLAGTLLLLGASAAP
ATG4B inh: ATG4B protease inhibitors, primary screen, biochemical, fluorescence, uHTS; ATG4B cleavage of LC3-PLA2, NBD-HPC fluorescence, 1 h; inhibition, % at 8.33 µM; 0.51% of 340,000 active; Cysteine protease ATG4B (Homo sapiens), Q9Y4P1; in the data active means inhibition above about 40%
A3A deaminase: APOBEC3A ssDNA deaminase inhibitors, primary screen, selectivity assay for APOBEC3G inhibitor project, biochemical, FAM/TAMRA oligo cleavage fluorescence; 0.41% of 330,000 active; DNA dC->dU-editing enzyme APOBEC-3A (Homo sapiens), P31941; recombinant A3A, FAM/TAMRA ssDNA deamination fluorescence; inhibition, % at 20 µM;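 active means at least 40% inhibition at 20 µM here, with at most 30% in a related deaminase screen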;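 further: plate controls were A3A with DMSO for no effect and wells lacking A3A enzyme for full effect; some results filed as inactive read as strong as hits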
hIAP act: human IAP activators, primary screen, biochemical, luminescence, uHTS; Intestinal-type alkaline phosphatase (Homo sapiens), P09923; purified human IAP, CDP-Star luminescence, 30 min; stronger effect = higher value; 1 = vehicle-only enzyme, 0 = enzyme-free background; activation factor at 10 µM; 0.16% of 330,000 active; AID 2524, 2010;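 active means activation factor of the enzyme at least 2-fold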; further: the source names both 10 and 20 µM as test concentration; values of inactives mirror those of a sister screen read the other way
A3G deaminase: APOBEC3G DNA deaminase inhibitors, primary screen, biochemical, fluorescence, single-stranded DNA substrate, uHTS. 0.28% of 330,000 active. recombinant A3G, ssDNA deamination FAM/TAMRA fluorescence. AID 493012, 2011. DNA dC->dU-editing enzyme APOBEC-3G (Homo sapiens), Q9HC16. inhibition, % at 20 µM;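 active means inhibition of at least 40% at 20 µM, with no more than 30% in the related APOBEC3A deaminase screen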;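 further: plate controls were DMSO wells with A3G for no effect and wells lacking A3G enzyme for full effect; some compounds called inactive have numbers as strong as hits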
Target sequence (Q9HC16 whole entry, looked up): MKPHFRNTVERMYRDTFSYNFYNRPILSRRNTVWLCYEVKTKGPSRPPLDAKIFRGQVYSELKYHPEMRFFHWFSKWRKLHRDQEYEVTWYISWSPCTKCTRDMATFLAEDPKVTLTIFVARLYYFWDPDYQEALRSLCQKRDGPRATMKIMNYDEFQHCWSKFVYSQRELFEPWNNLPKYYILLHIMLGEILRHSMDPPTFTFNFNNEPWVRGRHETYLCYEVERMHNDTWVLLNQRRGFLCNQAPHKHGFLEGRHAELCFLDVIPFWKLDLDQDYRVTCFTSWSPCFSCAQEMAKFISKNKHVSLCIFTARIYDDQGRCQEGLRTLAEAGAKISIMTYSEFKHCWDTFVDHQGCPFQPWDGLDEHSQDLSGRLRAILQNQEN
mIAP inh: inhibitors of mouse IAP, primary screen, biochemical, luminescence, uHTS. AID 2806, 2010. purified mouse IAP, CDP-Star luminescence, 30 min. inhibition, % at 10 µM. 0.2% of 330,000 active. intestinal alkaline phosphatase [Mus musculus];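 active means inhibition of at least 40% at 10 µM in the primary screen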;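 further: plate controls were DMSO with enzyme for no effect and no enzyme wells for full effect; values of inactives mirror those of a sister screen read the other way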
MPTP block: mitochondrial permeability transition pore inhibitors, primary screen, biochemical, isolated mouse mitochondria, absorbance; Ca2+ swelling absorbance, 30 min; inhibition, % at 10 µM; 1.4% of 360,000 active; AID 602449, 2012;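 active means inhibition of 50% or more, scaled per plate between neutral and stimulator controls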;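 further: 0% = DMSO wells given calcium and 100% = 1 mM EGTA wells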
mIAP activ: activators of mouse IAP, primary screen, biochemical, luminescence, uHTS. muIAP, CDP-Star luminescence, 30 min; stronger effect = higher value; 1 = vehicle-only enzyme signal, 0 = enzyme-free wells. activation factor at 10 µM. 0.24% of 330,000 active. AID 2805, 2010;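 active means activation factor of at least 2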; further: the source names both 10 and 20 µM as test concentration; values of inactives mirror those of a sister screen read the other way
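Assay system: mouse IAP enzyme; reagent: chemiluminescent substrate CDP-Star; dosing: test compounds delivered from DMSO solution; schedule: 30 min at room temperature; measured by: luminescence from enzymatic CDP-Star hydrolysis; controls: DMSO-only wells and no-enzyme negative control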
The depositor's hits bear a star.

SMILES	MIN6 prolif	hIAP inh	ATG4B inh	A3A deaminase	hIAP act	A3G deaminase	mIAP inh	MPTP block	mIAP activ
Cc1ccc2nc(NC(=O)C3CCN(S(=O)(=O)c4cccc5nsnc45)CC3)sc2c1	-3.1	21.1	-15.9	0.6	0.789	-5.5	14.4	0.0	0.856
N#Cc1cnc2nc(SCc3ccccc3)nn2c1	-3.7	6.2	-1.2	2.4	0.938	-6.1	5.2	-0.3	0.948
CN1CCN(C(=O)CSc2nc(-c3ccncc3)ccc2C#N)CC1	-0.3	9.0	-4.1	-3.1	0.91	-4.1	0.7	0.8	0.993
Cn1c(=O)c2c(nc(N3CCOCC3)n2CCCNC2=NCCC2)n(C)c1=O	-0.5	0.8	-2.6	-0.2	0.992	-5.4	0.6	-1.0	0.994
C=CCc1cc(Cl)ccc1OCCOCCNCCOC	0.0	2.8	2.6	-0.4	0.972	-5.4	-9.0	-1.4	1.09
CCOc1ccc(NC(=O)[C@@H](NC(=O)OCc2ccccc2)[C@@H](C)CC)cc1	0.0	4.4	-5.1	-1.0	0.956	-2.0	-3.0	-0.4	1.03
COc1ccc(NC(C)=O)cc1NC(=O)CCn1c(=O)sc2ccccc21	-1.7	-5.1	-7.6	-2.4	1.05	-3.9	-4.5	-0.3	1.04
Cc1ccc(NC(=O)CN(C)C(=O)C(C)N2CCN(Cc3ccccc3C)CC2)cc1 (centres undefined)	-1.1	9.5	-4.6	-0.7	0.905	-4.1	-13.6	-1.0	1.14
COc1ccc(Br)cc1CN1C(=O)NC2(CCCCCC2)C1=O	-3.2	-7.4	4.5	-3.3	1.07	-10.2	-2.8	-0.2	1.03
COc1cc(NC(=O)c2cccs2)c(C(=O)OCC(=O)c2cc(C)n(-c3ccc(F)cc3)c2C)cc1OC	-0.1	1.5	-4.2	-4.9	0.985	-6.4	0.0	3.0	1
C=CCCCCc1nc2ccccc2c(=O)n1N	0.1	-25.6	1.7	-0.4	1.26	-2.0	3.3	13.3	0.967
N#Cc1ccc(/C=C\c2nccc3c2[nH]c2ccccc23)cc1	-5.6	7.7	-23.3	-0.6	0.923	-5.1	0.4	92.2*	0.996
COc1ccc(CN(C)C(=O)Cn2ccsc2=N)cc1OC	-0.9	-6.7	3.1	2.7	1.07	-0.2	-5.2	-0.8	1.05
CC(=O)c1c(C)[n+]([O-])c2ccc3c(non3O)c12	0.0	8.8	-12.6	1.9	0.912	-5.0	1.9	0.3	0.981
CCOC(=O)C1=C(c2ccccc2)NC(=O)NC1c1cc(Br)c(O)c(OC)c1 (centres undefined)	-1.3	-12.5	-5.5	3.1	1.12	2.9	8.9	-0.1	0.911
COc1ccccc1C(=O)NCC(=O)N/N=C/c1ccc([N+](=O)[O-])cc1	1.1	-9.6	-9.3	2.7	1.1	-1.9	4.6	-0.1	0.954
C[C@@H]1Cc2c(O)c(O)cc(O)c2C(=O)O1	-5.2	8.6	2.2	11.8	0.914	23.3	13.7	1.8	0.863
C/C(=C/c1ccccc1)C(=O)N1CC(C)OC(C)C1 (centres undefined)	-1.0	-5.3	-4.2	-2.3	1.05	-8.0	3.2	0.0	0.968
O=C(Cn1cc(C(=S)N2CCOCC2)c2ccccc21)N1CCOCC1	-0.6	-13.5	-1.5	-2.3	1.14	-3.7	-9.5	-1.0	1.09
S=C(Nc1ccccc1Cl)N(CCCN1CCOCC1)Cc1ccccn1	0.1	-5.0	-8.0	3.9	1.05	-2.6	-0.5	-3.6	1
O=C(Nc1ccc2c(c1)OCCO2)C1CCN(c2nnnn2-c2ccccc2)CC1	-0.7	-5.9	-1.5	-0.6	1.06	-9.1	-6.7	-2.9	1.07
Cc1cc(/C=N/NC(=O)c2cccs2)c(C)n1-c1cnccn1	0.0	8.5	-4.2	-2.5	0.915	-6.5	1.0	2.9	0.99
N#CC1(NC(=O)COc2ccc3ccc(=O)oc3c2)CCCCC1	-0.5	15.8	-6.7	2.8	0.842	-1.4	0.5	-3.0	0.995
COc1cccc(NC(=O)C2(S(=O)(=O)c3ccc(Cl)cc3)CC2)c1	2.6	8.9	6.5	1.9	0.911	14.9	-6.4	1.4	1.06
O=C(NN1C(=O)C2C3C=CC(C4CC34)C2C1=O)c1ccc(Cl)cc1 (centres undefined)	-3.1	-20.7	-9.0	-0.7	1.21	-3.6	-11.5	-1.9	1.11
O=C(C1CCCN(Cc2ccncc2)C1)N1CCc2ccccc2C1 (centres undefined)	-2.5	-9.6	-0.7	-2.6	1.1	-8.6	-6.7	0.5	1.07
O=C(O)CCCCCNC(=O)c1ccncc1	0.0	19.9	-3.6	-3.7	0.801	-9.2	4.9	4.5	0.951
c1ccc(Cn2ncc3c(NCc4ccco4)ncnc32)cc1	-1.7	-1.2	-2.4	5.8	1.01	5.4	11.0	0.2	0.89
O=C(CN(Cc1ccccc1F)S(=O)(=O)c1ccc(Cl)cc1)NCCCO	4.6	21.5	5.4	-3.0	0.785	-5.8	17.1	-1.4	0.829
CCOC(=O)c1c(C)[nH]c(C)c1C(=O)COC(=O)/C=C/c1ccc(OC(F)F)cc1	-1.9	7.6	-14.5	-0.1	0.924	-9.8	4.5	-0.1	0.955

Arranged by heavy-atom count (smallest number first): part of the list above
SMILES	MIN6 prolif	hIAP inh	ATG4B inh	A3A deaminase	hIAP act	A3G deaminase	mIAP inh	MPTP block	mIAP activ
c1ccc(Cn2ncc3c(NCc4ccco4)ncnc32)cc1	-1.7	-1.2	-2.4	5.8	1.01	5.4	11.0	0.2	0.89
COc1cccc(NC(=O)C2(S(=O)(=O)c3ccc(Cl)cc3)CC2)c1	2.6	8.9	6.5	1.9	0.911	14.9	-6.4	1.4	1.06
O=C(Nc1ccc2c(c1)OCCO2)C1CCN(c2nnnn2-c2ccccc2)CC1	-0.7	-5.9	-1.5	-0.6	1.06	-9.1	-6.7	-2.9	1.07

The list continues:
SMILES	MIN6 prolif	hIAP inh	ATG4B inh	A3A deaminase	hIAP act	A3G deaminase	mIAP inh	MPTP block	mIAP activ
OCCn1c(SCCOc2ccccc2)nc2ccccc21	-1.1	14.8	-12.5	-5.0	0.852	-10.6	0.9	0.9	0.991
COC(=O)[C@]1(Cc2ccccc2)N[C@H](CN(C)C(=O)Nc2ccc(C(F)(F)F)cc2)[C@@H]2C(=O)N(C)C(=O)[C@@H]21	-0.3	-18.2	-9.1	-4.0	1.18	-9.1	-15.3	0.9	1.15
COc1ccc(Cl)cc1NC(=S)NC(=O)c1ccco1	2.1	1.5	-0.8	-2.5	0.985	-1.5	17.2	0.2	0.828
NS(=O)(=O)c1ccc(NC(=S)NC2CCCCCC2)cc1	-2.4	-14.7	-2.4	-5.4	1.15	-2.4	-45.3	-0.4	1.45
CCCCn1c(=NC(C)=O)c(C#N)cc2c(=O)n3cccc(C)c3nc21	-0.5	8.1	-1.2	4.6	0.919	0.1	-1.4	0.2	1.01
CCc1cccc(NC(=O)CCS(=O)(=O)c2cccc3nonc23)c1	-0.3	-0.4	-3.5	1.3	1	-7.6	-0.1	-0.3	1
O=C(Nc1ccc(O)cc1)c1ccc2c(c1)C(=O)N(N1C(=O)c3ccccc3C1=O)C2=O	4.0	-25.3	-3.5	-0.6	1.25	-8.1	6.7	0.3	0.933
NC(=O)NC(Cc1ccccc1)C(=O)NCCCSc1ccccc1 (centres undefined)	-0.8	-10.6	1.4	-1.3	1.11	-3.1	3.0	0.4	0.97
CCOc1ccc(Cn2c(=O)oc3ccc(C)cc32)cc1OC	-1.0	-12.0	-2.2	-0.4	1.12	-3.5	1.6	8.3	0.984
Cn1cc(Cl)c(C(=O)OCC(=O)Nc2ccc(S(N)(=O)=O)cc2)n1	-1.1	-4.8	-3.6	-3.0	1.05	-7.8	-8.9	0.4	1.09
CCn1c(/C(C#N)=N/O)nc2ccccc21	-1.6	-1.9	28.5	3.0	1.02	-5.1	4.5	10.0	0.955
CC(O)CCC(=O)NNC(=S)Nc1ccccc1 (centres undefined)	-1.0	-37.6	-1.3	-3.3	1.38	-9.3	6.0	-0.3	0.94
O=C(C1CCN(S(=O)(=O)c2ccc(Br)s2)CC1)N1CCN(c2ccccc2)CC1	0.0	5.7	-14.8	-2.2	0.943	-6.4	5.0	-1.0	0.95
O=C(O)c1cccc(S(=O)(=O)Nc2ccc(S(=O)(=O)N3CCOCC3)cc2)c1	0.2	5.5	8.1	3.4	0.945	-13.0	-1.9	-0.7	1.02
CCc1cccc(C)c1NC(=O)C1CC=CCC1C(=O)O (centres undefined)	-0.2	-2.2	5.1	4.9	1.02	-2.6	6.5	-0.5	0.935
CC1(C)CC(=O)C(C=NCCN2CCN(C3CC(=O)N(c4cccc(Br)c4)C3=O)CC2)=C(O)C1 (centres undefined)	-0.3	-28.0	-9.5	0.2	1.28	-14.3	-11.2	-3.0	1.11
O=C(c1ccc(Cl)c(Cl)c1)N1CCN(c2ccccn2)CC1	-0.7	-3.5	-2.5	-3.1	1.03	-1.6	0.1	0.4	0.999
CN(C)c1ccc(N=Cc2nc(-c3ccccc3)oc2OC(=O)c2ccccc2)cc1	-1.2	15.9	-3.4	0.1	0.841	6.4	2.2	1.1	0.978
CCN(CC(=O)NC1CCS(=O)(=O)C1)S(=O)(=O)c1ccc(C)c(C)c1 (centres undefined)	0.0	7.2	31.4	-0.7	0.928	-1.3	-2.0	1.8	1.02
CSc1ccc(CNC(=O)C2Cc3cc(S(=O)(=O)N4CCCC4)ccc3N2C(C)=O)cc1 (centres undefined)	1.4	-22.5	-1.6	-2.2	1.23	-3.6	1.6	-0.3	0.984
Cc1cc(NC(=O)CCC(=O)N(c2ccccc2)C(C(=O)NCC2CCCO2)c2cccnc2)no1 (centres undefined)	1.0	4.1	-0.1	0.3	0.959	-0.5	1.9	-3.1	0.981
O=C(c1ccccc1)c1cc2ccccc2oc1=O	0.4	4.3	-5.9	-3.0	0.957	-3.2	3.6	0.6	0.964
CC1(OC(=O)CCc2ccccc2)C(=O)C=C2C=C(c3ccc(C#N)cc3)N(C(CO)CO)C=C2C1=O (centres undefined)	-0.3	-10.3	-9.4	-1.2	1.1	-8.6	7.4	0.1	0.926
CCc1ccc2[nH]c(=O)c(CN(CCCO)C(=O)NCc3ccccc3)cc2c1	-2.7	2.7	-8.3	1.6	0.973	-8.5	2.1	2.1	0.979
CC1CCC2(CC1)NC(=O)N(CC(=O)NCCc1ccc(F)cc1)C2=O (centres undefined)	-0.4	-0.7	1.5	-4.2	1.01	-8.1	-8.0	-0.5	1.08
CCN1CCN(CC(=O)N/N=C/c2cc(Br)cs2)CC1	-1.2	-13.9	6.8	-4.3	1.14	12.3	7.2	0.9	0.928
CC(NS(=O)(=O)c1ccc(OCC(=O)N2CCCC2)cc1)c1ccccc1 (centres undefined)	-3.5	7.1	-10.3	1.7	0.929	2.5	-7.5	-0.2	1.07

Source: PubChem BioAssay
